Screening data: PubChem, several laboratories
TNAP inh hi DEA = blocks human TNAP under high phosphate acceptor concentration; P05186; purified TNAP, CDP-star luminescence, 1 M DEA; inhibition, % at 20 µM; 200,000 compounds, 0.03% hits;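 active = over 50% inhibition of tissue-nonspecific alkaline phosphatase at 20 µM in the single-dose screen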;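 note: plate controls were DMSO wells for no effect and EDTA-quenched wells as full inhibition for full effect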
Target sequence (P05186 whole entry, looked up): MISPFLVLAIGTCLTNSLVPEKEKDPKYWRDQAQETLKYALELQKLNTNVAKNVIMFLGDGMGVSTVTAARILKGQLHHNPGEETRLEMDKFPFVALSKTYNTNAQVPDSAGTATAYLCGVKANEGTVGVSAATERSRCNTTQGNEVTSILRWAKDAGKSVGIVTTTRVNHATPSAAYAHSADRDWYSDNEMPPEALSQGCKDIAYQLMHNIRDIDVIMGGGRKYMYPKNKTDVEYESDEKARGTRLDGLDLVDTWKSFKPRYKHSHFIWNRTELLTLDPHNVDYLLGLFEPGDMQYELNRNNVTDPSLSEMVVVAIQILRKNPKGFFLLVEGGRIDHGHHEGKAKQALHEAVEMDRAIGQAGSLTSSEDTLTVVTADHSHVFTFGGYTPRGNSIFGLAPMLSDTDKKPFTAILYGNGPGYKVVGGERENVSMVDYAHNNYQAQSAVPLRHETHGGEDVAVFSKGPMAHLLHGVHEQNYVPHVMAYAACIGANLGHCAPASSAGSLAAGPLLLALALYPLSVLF
bIAP act = intestinal alkaline phosphatase (bovine) activation; purified bovine IAP, CDP-star luminescence, 30 min; stronger effect = higher value; fold of DMSO-control signal, blank-subtracted; activation factor at 20 µM; 200,000 compounds, 0.17% hits; AID 1016;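 active = activation factor of 2 or more at 20 µM, a signal rise over negative controls twice the positive control's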
TNAP inh no acc = TNAP (human) inhibition, acceptor-free conditions | AID 1012 | inhibition, % at 20 µM | purified TNAP, CDP-star luminescence, 30 min | 200,000 compounds, 0.26% hits | P05186;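 active = tissue-nonspecific alkaline phosphatase inhibition above about 50% at 20 µM in the single-dose screen, limit read from the data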;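 note: 0% = DMSO negative control and 100% = EDTA positive control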
PPARg SRC1 recr = PPARgamma-driven SRC-1 recruitment agonism; PPARgamma-SRC-1 coactivator recruitment biochemical assay; AID 631; P37231; activation, % at 8 µM; 200,000 compounds, 0.41% hits; in the data active = activation above about 19%;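 note: 0% = DMSO and 100% = reference agonist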
Target sequence (P37231 whole entry, looked up): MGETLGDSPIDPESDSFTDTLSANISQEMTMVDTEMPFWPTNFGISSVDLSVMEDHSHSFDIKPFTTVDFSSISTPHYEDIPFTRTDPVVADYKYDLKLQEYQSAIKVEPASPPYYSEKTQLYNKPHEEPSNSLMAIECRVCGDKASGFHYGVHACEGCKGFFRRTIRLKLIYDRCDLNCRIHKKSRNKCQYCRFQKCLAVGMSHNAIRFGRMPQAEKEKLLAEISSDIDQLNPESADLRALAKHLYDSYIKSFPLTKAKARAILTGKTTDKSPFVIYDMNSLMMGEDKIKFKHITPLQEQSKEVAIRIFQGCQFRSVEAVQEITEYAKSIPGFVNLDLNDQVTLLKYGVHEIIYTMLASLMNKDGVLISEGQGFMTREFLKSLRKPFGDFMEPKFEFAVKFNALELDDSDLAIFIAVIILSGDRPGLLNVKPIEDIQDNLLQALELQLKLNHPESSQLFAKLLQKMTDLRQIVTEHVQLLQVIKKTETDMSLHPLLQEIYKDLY
bIAP inh = intestinal alkaline phosphatase (bovine) inhibition | purified bovine IAP, CDP-star luminescence, 30 min | inhibition, % at 20 µM | 190,000 tested, under 10 active | AID 1019;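 active = over 50% inhibition of intestinal alkaline phosphatase at 20 µM in the single-dose screen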
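Assay system – bovine IAP enzyme · Quantity – bovine IAP at 1/65,000,000 final dilution · Detection – CDP-star luminescence signal · Times – 30 min reaction at room temperature · Also added – CDP-star substrate at 30 µM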
SRC2 TRFRET art = counter-screen for PPARgamma SRC-2 recruitment agonists: TR-FRET artefact | stronger effect = higher value | 200,000 compounds, 0.4% hits | TR-FRET ratio at 8 µM; in the data active = TR-FRET ratio above about 2000; note: inactives centre near 1500
PPARg SRC-2 ag = agonists of SRC-2 recruitment by human PPARgamma | P37231 | PPARgamma LBD-SRC-2 recruitment, biochemical | activation, % at 8 µM | 200,000 compounds, 0.34% hits | AID 1032; in the data active = activation above about 22%;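 note: 0% = vehicle and 100% = reference agonist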
PPARg SRC3 recr = agonists of human PPARgamma SRC-3 coactivator recruitment; P37231; biochemical PPARgamma/SRC-3 coactivator recruitment assay; activation, % at 8 µM; 200,000 compounds, 0.26% hits; in the data active = activation above about 23%;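 note: 0% = DMSO and 100% = reference agonist; some compounds past the cut are filed as inactive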
Efa HMGR inh = E. faecalis class II HMG-CoA reductase inhibition | 190,000 compounds, 0.41% hits | AID 1066 | inhibition, % at 10 µM | purified E. faecalis HMGR, NADPH absorbance 340 nm kinetic;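 active = inhibition above a set limit, the median over all tested compounds plus 3 SD, cut at about 9.5% in these data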;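 note: enzyme runs in reverse so mevalonate oxidation gives rising NADPH absorbance; 0% = complete reaction with DMSO and 100% = background rate lacking mevalonate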
TNAP act hiacc = TNAP (human) activation, high acceptor | P05186 | purified TNAP, CDP-star luminescence, 1 M DEA, 30 min; stronger effect = higher value; 0 = EDTA background, 1 = DMSO-only activity | activation factor at 20 µM | 200,000 tested, under 10 active;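 active = activation factor at least 2 at 20 µM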
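Control set: EDTA negative control, DMSO positive control / Assay system: human TNAP / Quantity: TNAP 1/800 final / Evaluation: TNAP activation factor scaled between EDTA and DMSO control wells / Measured by: luminescent substrate turnover signal / Compound dosing: one dose, 20 µM / Times: 30 min enzyme reaction at room temperature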
An asterisk follows results filed as active; x = not tested or not shown. Rows were taken by chance; 1.6% or so of the library scored in one or more.

SMILES	TNAP inh hi DEA	bIAP act	TNAP inh no acc	PPARg SRC1 recr	bIAP inh	SRC2 TRFRET art	PPARg SRC-2 ag	PPARg SRC3 recr	Efa HMGR inh	TNAP act hiacc
Cc1ccccc1CN(C)C(C)C(=O)Nc1ccccc1F (centres undefined)	2	1.1	-3	2	-6	1410	-9	1	0	1
NS(=O)(=O)c1ccc(CCNC(=O)COC(=O)/C=C/c2ccccc2Cl)cc1	-3	0.8	-2	1	16	1536	-8	1	2	1
Cc1nc2ccc(-n3ccc(=O)cc3)cc2s1	-4	1	-8	11	-3	1524	2	-1	-3	1
Cc1ccc2nc(NC(=O)c3ccc4c(c3)OCO4)sc2c1	3	1	-6	10	4	1450	3	0	1	1
O=C(CC(SCCO)c1ccc2c(c1)OCO2)c1ccco1 (centres undefined)	3	0.5	18	5	49	1672	-1	0	-1	1
O=C(N/N=C/c1ccccc1F)c1csc2c1CCCC2	-2	0.9	-12	13	6	1520	2	4	6	1
CC(Oc1ccccc1)c1nnc(N)s1 (centres undefined)	-3	1.2	-4	6	-23	1593	4	-1	0	1
COc1ccc(N(C)C(=O)c2ccc3snnc3c2)cc1	5	0.9	0	13	8	1780	11	4	2	0.9
CCOC(=O)c1c(N)sc(C(O)(C(F)(F)F)C(F)(F)F)c1-c1ccc(F)cc1	0	0.9	-4	2	6	1538	0	-6	-1	1
COc1ccc(OC)c(-n2c(=S)[nH]c3cc(C(=O)N(C)Cc4ccccc4)ccc3c2=O)c1	-6	1	-3	7	1	1543	3	0	-1	1.1
Cn1cccc1Cc1nnc(SCC(=O)NC2CCCCC2)n1-c1ccc(F)cc1	-5	1.2	-25	5	-25	1681	4	4	-1	1.1
O=C1CCCN1CCCNS(=O)(=O)c1cccc(F)c1	0	1	-8	7	-2	1685	4	-1	-3	1
CCCC1CCc2c(sc(NC(=O)OCC)c2C#N)C1 (centres undefined)	-6	1	-11	1	-1	1446	5	-4	-6	1.1
O=C(CN1CCCCC1)Nc1cccc(Cl)c1	-3	0.9	-13	9	8	1590	13	4	2	1
CC(C)CNC(=O)CCc1c[nH]c2ccccc12	-9	0.9	2	0	7	1725	7	-3	-2	1.1
Clc1cccc(CSc2nc3ccncc3[nH]2)c1	-2	1.3	-18	2	-32	1546	-3	3	1	1
COC(=O)CCC(=O)Nc1ccc(Cl)c(Cl)c1	-9	0.8	-12	1	16	1556	10	-8	-2	1.1
CCOC(=O)Cn1nnnc1C(CC)N(Cc1ccccc1)Cc1cc2cc(C)ccc2[nH]c1=O (centres undefined)	-6	0.9	-6	1	7	1514	5	3	-3	1.1
Cc1cc(C(=O)Nc2cccc(C(=O)O)c2)oc1C	-3	0.9	-10	7	13	1504	5	3	-4	1
CC(C)n1c(SCC(N)=O)nc2c1c(=O)n(C)c(=O)n2C	-8	1	-9	5	5	1689	8	4	-6	1.1
CCc1ccc(CN(C)C(=O)CCc2nnc(Cc3cccc(C)c3)o2)nc1	-6	1	-14	-7	0	1290	-10	-5	1	1.1
CSCCC(NC(=O)c1ccccc1)C(=O)OCC(=O)Nc1ccc(C)c(Cl)c1 (centres undefined)	-3	1	-3	8	2	1449	9	-6	-4	1
CCOC(=O)c1ccc(N2C(=O)CC(N3CCN(Cc4ccccc4)CC3)C2=O)cc1 (centres undefined)	-3	1	-5	-1	-2	1517	2	3	-1	1
Cc1ccc(C)c(OCC(=O)NCCN(C)C)c1	-10	1	-9	-6	4	1350	-3	-5	-2	1.1
O=C(c1ccc(Cl)cc1[N+](=O)[O-])N1CCN(c2ccccn2)CC1	-2	1.1	-5	-3	-8	1507	-4	0	-4	1
Cc1ccc(CNC(=S)Nc2ccc(C)c([N+](=O)[O-])c2)cc1	-1	1	-18	4	1	1666	4	-1	-6	1
COc1ccc(C(=O)C(OC(=O)c2ccccc2)c2ccccc2)cc1 (centres undefined)	0	0.9	-7	5	11	1666	11	13	-7	1
Cc1cc(C)n(-c2c(F)c(F)c(CO)c(F)c2F)n1	-8	0.9	-14	-1	11	1388	3	-11	-4	1.1
Cc1ccc2nc(N3CCCCC3)c(C=O)c(=O)n2c1	-5	1	-11	10	4	1673	1	6	-5	1.1
N#Cc1ccc(/C=N/NC(=O)CCc2ccc(S(=O)(=O)N3CCOCC3)cc2)cc1	0	1	-4	-5	0	1556	3	1	1	1
COc1ccc2[nH]c(C(=O)O)c(NS(=O)(=O)c3ccc(Cl)s3)c2c1	-8	1.4	0	4	-37	1495	4	8	-2	1.1
CCN(CC)c1ccc(NC(=O)CN2C(=O)CC(C)(C)S(=O)(=O)c3ccccc32)c(C)c1	-1	1.1	-3	4	-8	1582	-2	8	1	1
O=c1cc(CSc2nnc(Nc3ccccc3F)s2)nc2sccn12	0	1.1	52*	-1	-9	1560	-6	-1	-1	1
CC(c1cccs1)N(Cc1ccco1)C(=O)Nc1ccc(Cl)c(Cl)c1 (centres undefined)	-8	0.2	-22	0	x	1403	2	-4	-1	1.1
COc1cc(N)n(S(=O)(=O)c2ccc(C)cc2)n1	-1	1	-6	-4	2	1578	6	-2	0	1
CCOc1ccc(C(=O)NCc2cccnc2)cc1	-8	1	-11	-4	-2	1413	4	-11	-1	1.1
CN(C)C(C(=O)NC1CCCCC1)c1ccc(Cl)cc1 (centres undefined)	-3	0.9	-10	0	9	1595	11	0	1	1
O=C(Cc1ccccc1)Nc1ccccc1Sc1ccccc1	-5	1.2	21	1	-17	1469	-6	-4	-4	1
Cn1c(SCC(=O)NC2CCCC2)nnc1-c1ccncc1	-4	1.1	-8	0	-11	1435	0	-4	2	1
COc1ccc(-c2cnn3c4c(c(C)nc23)CCN4C2CCCC2)cc1OC	-1	1.1	8	5	-5	1530	-7	3	-4	1
OC1(c2ccc(OC(F)F)cc2)CSC(=Nc2cccnc2)N1C1CC1 (centres undefined)	3	1	-7	-3	4	1367	-17	1	-4	1
COc1ccc(/C=C2\SC(=O)N(CCNC(=O)C3CCN(S(=O)(=O)c4cccs4)CC3)C2=O)cc1	1	0.7	-9	-2	26	1626	-4	-1	-1	1
CCOC(=O)N1CCN(Cc2nc(-c3cccc(C)c3)no2)CC1	-4	1	-9	-4	0	1251	0	-7	-4	1
Cc1ccccc1NC(=S)NC(C)C(c1ccccc1)N1CCN(C)CC1 (centres undefined)	-5	1	-8	0	-4	1420	-8	4	-5	1
CC1CN(Cc2ccccc2)c2nc3c(c(=O)n(C)c(=O)n3C)n2C1 (centres undefined)	0	1.1	6	3	-10	1716	-4	-4	1	1

Fetched one by one from the entries so far, 2 records:
SMILES	TNAP inh hi DEA	bIAP act	TNAP inh no acc	PPARg SRC1 recr	bIAP inh	SRC2 TRFRET art	PPARg SRC-2 ag	PPARg SRC3 recr	Efa HMGR inh	TNAP act hiacc
COc1ccc2[nH]c(C(=O)O)c(NS(=O)(=O)c3ccc(Cl)s3)c2c1	-8	1.4	0	4	-37	1495	4	8	-2	1.1
CC(c1cccs1)N(Cc1ccco1)C(=O)Nc1ccc(Cl)c(Cl)c1 (centres undefined)	-8	0.2	-22	0	x	1403	2	-4	-1	1.1

Going on with the list.
SMILES	TNAP inh hi DEA	bIAP act	TNAP inh no acc	PPARg SRC1 recr	bIAP inh	SRC2 TRFRET art	PPARg SRC-2 ag	PPARg SRC3 recr	Efa HMGR inh	TNAP act hiacc
Oc1ccc(C(=S)N2CCCCC2)cc1	-5	1	-11	8	-4	1557	8	-4	1	1
CCCCSCCCNC(=O)Nc1ccc(C)c(C)c1	-11	1	-17	-9	-3	1406	-7	-4	-3	1.1
COc1cccc(S(=O)(=O)Nc2ccc3sc(C)nc3c2)c1	-3	0.9	-9	5	6	1670	-3	5	-7	1
COc1ccc(OC)c(S(=O)(=O)NCc2csc(-c3ccccc3)n2)c1	0	0.9	-8	6	11	1629	0	2	1	1
CCCC1COC(Cn2cncn2)(c2ccc(C)cc2)O1 (centres undefined)	-5	1	-10	0	0	1537	4	8	-5	1
COc1ccc(C)cc1NC(=O)Nc1cnccn1	-4	1	-8	6	5	1524	7	6	0	1
CCOc1ccccc1N1C(=O)CC(Sc2n[nH]c(-c3ccccc3)n2)C1=O (centres undefined)	-5	1.1	4	-2	-8	1690	3	3	-6	1.1
Cc1ccccc1C(=O)Nc1c2c(nc3ccccc13)CCCC2	5	0.9	-12	8	7	1530	-5	-3	1	0.9
CC1=CC2=NC(=O)/C(=C\c3cccn3CCOc3ccc(C)c(C)c3)C(=N)N2O1	2	0.8	1	0	25	1574	9	7	-3	1
COC(=O)c1ccc(COc2ccccc2/C=C(\C#N)C(=O)Nc2ccccc2C)cc1	-4	1.1	-10	-2	-14	1381	-3	-1	-5	1
CCN(CC)C(=O)c1ccc2c(c1[N+](=O)[O-])C(=O)c1ccccc1C2=O	-1	0.9	-8	4	10	1531	-3	-4	1	1

Taken from the listing (twelve entries):
SMILES	TNAP inh hi DEA	bIAP act	TNAP inh no acc	PPARg SRC1 recr	bIAP inh	SRC2 TRFRET art	PPARg SRC-2 ag	PPARg SRC3 recr	Efa HMGR inh	TNAP act hiacc
CC1CN(Cc2ccccc2)c2nc3c(c(=O)n(C)c(=O)n3C)n2C1 (centres undefined)	0	1.1	6	3	-10	1716	-4	-4	1	1
Oc1ccc(C(=S)N2CCCCC2)cc1	-5	1	-11	8	-4	1557	8	-4	1	1
CCCCSCCCNC(=O)Nc1ccc(C)c(C)c1	-11	1	-17	-9	-3	1406	-7	-4	-3	1.1
COc1cccc(S(=O)(=O)Nc2ccc3sc(C)nc3c2)c1	-3	0.9	-9	5	6	1670	-3	5	-7	1
COc1ccc(OC)c(S(=O)(=O)NCc2csc(-c3ccccc3)n2)c1	0	0.9	-8	6	11	1629	0	2	1	1
CCCC1COC(Cn2cncn2)(c2ccc(C)cc2)O1 (centres undefined)	-5	1	-10	0	0	1537	4	8	-5	1
COc1ccc(C)cc1NC(=O)Nc1cnccn1	-4	1	-8	6	5	1524	7	6	0	1
CCOc1ccccc1N1C(=O)CC(Sc2n[nH]c(-c3ccccc3)n2)C1=O (centres undefined)	-5	1.1	4	-2	-8	1690	3	3	-6	1.1
Cc1ccccc1C(=O)Nc1c2c(nc3ccccc13)CCCC2	5	0.9	-12	8	7	1530	-5	-3	1	0.9
CC1=CC2=NC(=O)/C(=C\c3cccn3CCOc3ccc(C)c(C)c3)C(=N)N2O1	2	0.8	1	0	25	1574	9	7	-3	1
COC(=O)c1ccc(COc2ccccc2/C=C(\C#N)C(=O)Nc2ccccc2C)cc1	-4	1.1	-10	-2	-14	1381	-3	-1	-5	1
CCN(CC)C(=O)c1ccc2c(c1[N+](=O)[O-])C(=O)c1ccccc1C2=O	-1	0.9	-8	4	10	1531	-3	-4	1	1
